Cneo AK release – Cryptococcus neoformans lysis via adenylate kinase release | C. neoformans lysis, adenylate kinase release luminescence, 4 h; normalised: neutral wells 0, clomiphene wells 100 | lysis activity, % at 15 µM | actives 0.2% (n = 360,000);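 active = mean lysis activity across replicates of at least 80%, whatever share of replicates individually reach that level; inactive = mean lysis activity below 80%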
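Assay system: C. neoformans cells. Amount: yeast cell density of 5 × 10^6 cells/mL. Technique: AK luminescence. Buffer or medium: YPD. Times: static 4 h at 37 °C with compound, 1 h detection. Dosing: single-point compound dose. Read-out: lysis from increased AK signal.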
E-sel inducer – E-selectin induction on HUVECs. P16581. HUVEC E-selectin immunofluorescence imaging; normalized: neutral wells 0, TNF-alpha wells 100. activation, % at 7.58 µM. actives 0.37% (n = 260,000). AID 686992;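 active = mean E-selectin-positive cell signal at least 10% of the positive control, reached in at least 60% of replicates, without over 20% cell loss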;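 note: in these data hits start at about 27%; measured in HUVEC primary endothelial cells; signal is the percent of cells scored E-selectin positive by PE staining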
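Test system – human umbilical vein endothelial cells (HUVEC), E-selectin induction · Input – 3,000 HUVEC seeded per well · Buffer or medium – EGM-2, gelatin · Compound dosing – single-point compound dose · Detection – immunofluorescence imaging · Measure – percent E-selectin-positive cells · Controls – TNF-alpha high, DMSO low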
PGC1a acetyl inh – modulators of PGC1a acetylation; actives 0.17% (n = 350,000); U2OS PGC1a acetylation, AlphaScreen anti-acetyl-lysine; with virally co-expressed GCN5 acetyltransferase; inhibition, % at 15.6 µM;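 active = every replicate shows inhibition of at least 40%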;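 note: 0% = neutral control wells and 100% = positive control wells; some results beyond the cut were filed as inactive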
ERAP1 HTS inh – inhibitors of human ERAP1 aminopeptidase. Q9NZ08. inhibition, % at 10.7 µM. actives 0.15% (n = 340,000). recombinant ERAP1, Leu-AMC fluorescence, 60 min;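 active = mean replicate inhibition of at least 30%, or all replicates individually reaching that 30% level; inactive = mean below 30% and not every replicate reaching it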;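 note: 0% = neutral control wells and 100% = L-leucinethiol positive control wells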
Target sequence (Q9NZ08 whole entry, looked up): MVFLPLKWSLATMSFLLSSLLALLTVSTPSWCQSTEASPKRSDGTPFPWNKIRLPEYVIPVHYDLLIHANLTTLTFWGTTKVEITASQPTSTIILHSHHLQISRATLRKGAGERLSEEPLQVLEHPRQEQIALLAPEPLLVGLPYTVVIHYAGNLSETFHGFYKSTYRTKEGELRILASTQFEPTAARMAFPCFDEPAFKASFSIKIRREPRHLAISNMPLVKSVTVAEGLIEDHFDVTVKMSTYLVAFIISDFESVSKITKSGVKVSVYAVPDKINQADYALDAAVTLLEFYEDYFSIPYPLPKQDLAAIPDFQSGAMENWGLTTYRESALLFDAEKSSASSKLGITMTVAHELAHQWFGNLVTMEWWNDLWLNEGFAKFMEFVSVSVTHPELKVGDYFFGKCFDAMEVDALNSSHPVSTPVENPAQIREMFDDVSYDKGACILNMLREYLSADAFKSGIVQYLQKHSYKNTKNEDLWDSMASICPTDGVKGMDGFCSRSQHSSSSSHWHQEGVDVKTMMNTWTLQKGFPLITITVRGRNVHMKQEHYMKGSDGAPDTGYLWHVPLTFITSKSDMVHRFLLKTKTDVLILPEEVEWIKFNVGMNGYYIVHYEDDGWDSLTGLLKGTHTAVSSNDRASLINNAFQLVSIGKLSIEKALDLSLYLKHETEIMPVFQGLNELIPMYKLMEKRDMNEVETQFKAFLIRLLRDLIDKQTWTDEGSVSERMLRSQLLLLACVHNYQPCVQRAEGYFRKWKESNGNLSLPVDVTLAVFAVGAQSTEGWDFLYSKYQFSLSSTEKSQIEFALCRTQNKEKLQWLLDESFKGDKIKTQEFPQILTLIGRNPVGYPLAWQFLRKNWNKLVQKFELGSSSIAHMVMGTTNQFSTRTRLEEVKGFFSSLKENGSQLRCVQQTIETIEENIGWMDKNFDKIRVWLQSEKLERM
RAD52 anneal inh – blocks human RAD52 DNA annealing; P43351; recombinant RAD52 DNA annealing, FRET fluorescence; inhibition, % at 18.7 µM; actives 0.46% (n = 360,000);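 active = every replicate showing at least 50% inhibition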
miR-122 sensor – blocks miR-122 activity in Huh7 sensor cells; Huh7 miR-122 Renilla luciferase sensor, 48 h; neutral wells = 0, positive control = 100; activation (reporter increase), % at 12.5 µM; actives 0.3% (n = 340,000); AID 602342;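 active = mean replicate activation score at least 90 and every replicate individually at or above 90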;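 note: higher luciferase means less miR-122 activity so hits act as miR-122 inhibitors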
PglD DTNB – blocks C. jejuni PglD acetyltransferase activity; purified PglD enzyme, DTNB colorimetric CoA detection; inhibition, % at 12.5 µM; actives 0.098% (n = 360,000); in the data active = inhibition above about 16%, passing the limit was not always enough; note: strong numbers were not always called active
RAD54 branch – blocks human RAD54 Holliday junction branch migration. Q92698. FAM/BHQ fluorescence. inhibition, % at 10.4 µM. actives 0.14% (n = 360,000);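 active = mean normalized replicate activity at least 40 and at least half of replicates scoring 40 or more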;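 note: 0% = median of neutral control wells and 100% = median of positive control wells; inhibitors cause a drop in the FAM fluorescence signal; in these data hits start at about 50%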
The depositor's hits bear a star; i = inactive; / = not tested or not shown; & = joins results of further samples; [ ] = another dose, or the depositor's remark. Compounds were not picked by outcome; 1.4% or so of the library scored in one or more.

SMILES	Cneo AK release	E-sel inducer	PGC1a acetyl inh	ERAP1 HTS inh	RAD52 anneal inh	miR-122 sensor	PglD DTNB	RAD54 branch
Cc1ccc(CNC(=O)CCS(=O)(=O)c2ccc(Br)s2)o1	-1.0	/	-9.8	/	/	4.7	-3.0	4.5
C[C@@H]1CN([C@H](C)CO)C(=O)c2cc(NC(=O)Nc3ccc4c(c3)OCO4)ccc2O[C@@H]1CN(C)C(=O)NC1CCCCC1	-0.6	-0.3	-9.7	1.4	21.3	7.3[16.7 µM]	-2.0	-0.2
CN(C)CC(=O)N1CCCCN2[C@H](CO)[C@H](c3ccc(-c4cccnc4)cc3)[C@H]2C1	-0.4	-0.1	3.6	-0.2	32.7	-3.6[16.7 µM]	-1.0	0.3
COC(=O)c1ccc(NC(=O)CS(=O)(=O)c2ccccc2)cc1	0.5	/	-4.5	-2.7	2.6	3.7	-6.9	-6.9
C[C@H]1CN([C@@H](C)CO)C(=O)c2cccc(NC(=O)c3ccc(-c4nccs4)cc3)c2O[C@@H]1CN(C)S(C)(=O)=O	0.5	-7.6	0.3	-0.5	14.9	-4.3[16.7 µM]	-0.8	-3.9
CC1CCN(C(=O)c2[nH]cnc2C(=O)N[C@@H](C)c2ccccc2)CC1	-1.5	-0.2	-10.3	-1.4	-4.7	3.3	-4.7	-3.6
Cc1ccc(-n2c3c(cc(C(=O)NCc4ccco4)c2=O)C(=O)CCC3)cc1	1.4	-0.1	1.3	1.4	-19.1	0.3	-1.4	-14.8
CCN1CCN(C(=O)C2=C(C(=O)O)CCCC2)CC1	7.2	/	-12.3	/	/	-9.3	-0.6	1.9
CCOc1ccc(NC(=O)CN(C)C(=O)c2c(-c3c(F)cccc3Cl)noc2C)cc1OCC	/	/	-0.4	-0.3	-11.9	-0.8	-0.9	-6.5
CCOC(=O)c1c(NC(=O)c2ccccc2Br)sc2c1CCc1ccccc1-2	-2.0	/	-4.7	/	/	1.2	-6.3	0.4
C[C@@H]1CN([C@@H](C)CO)C(=O)c2c(c3ccccc3n2C)-c2ccccc2CO[C@H]1CN(C)Cc1ccc(-c2ccccc2)cc1	/	-0.7	-2.7	-4.0	28.4	/	/	/
C[C@@H]1CCCCO[C@@H](CN(C)Cc2ccncc2)[C@@H](C)CN([C@@H](C)CO)C(=O)c2cc(NC(=O)Nc3cccc4ccccc34)ccc2O1	0.7	-0.1	6.5	-1.0	28.3	-2.3[16.7 µM]	1.3	-14.9
Cc1cc(C(=O)Nc2ccc3c(c2)C(=O)N(C)[C@H]2CC[C@@H](CC(=O)NCC(F)(F)F)O[C@H]2CO3)no1	-4.6	0.0	3.7	-1.3	12.3	-16.7[16.7 µM]	-1.0	-0.5
CCOC(=O)N1CCN(S(=O)(=O)c2cc(Cl)c(OC)cc2Cl)CC1	-1.1	/	-22.5	/	/	-2.0	-6.1	-0.7
O=C(Nc1nnc(C2CCCCC2)s1)c1ccc(Br)s1	-1.5	/	16.3	/	/	/	-3.1	-9.4
CCCCCCCCCCCC(=O)NC(C(=O)OCC)C(O)c1cccc([N+](=O)[O-])c1 (configuration not stated)	0.7	-1.7	-5.1	/	/	-7.1	-4.3	-5.8
O=C(NCCOc1ccccc1Cl)C(=O)NCCOc1ccccc1Cl	2.9	0.1	2.7	1.1	-10.7	-5.7	1.4	4.7
O=C(N1CCOCC1)n1nnc2ccccc21	1.8	-0.2	-11.0	/	/	-6.3	4.9	-4.6
COc1cc(N2C(=O)NC3CC2(C)Oc2ccccc23)cc(OC)c1OC (configuration not stated)	-2.6	/	-4.4	/	/	-0.1	-0.6	-0.5
CO[C@@H]1CN(C)C(=O)c2ccc(NC(=O)C3CC3)cc2OC[C@H](C)N(Cc2nccs2)C[C@H]1C	-0.1	0.1	/	2.9	-5.4	3.8[16.7 µM]	1.8	14.0
CCCCN(C(=O)C1CCCO1)c1c(N)n(CCC)c(=O)[nH]c1=O (configuration not stated)	0.7	0.0	-3.1	0.2	-11.8	-5.6	-5.1	8.0
O=C(Cn1nnc(-c2ccc([N+](=O)[O-])cc2)n1)NNC(=O)c1ccccc1	0.0	/	-2.0	/	/	-3.5	-3.1	-5.9
C[C@@H]1CN([C@H](C)CO)C(=O)c2cc(NC(=O)c3ccccc3)ccc2O[C@@H](C)CCCCO[C@H]1CN(C)Cc1ccc(C(F)(F)F)cc1	1.6	1.2	19.8	3.2	i	-5.1[16.7 µM]	2.8	-5.0
C[C@@H]1CN([C@@H](C)CO)C(=O)c2cc(NC(=O)Nc3ccc(C(F)(F)F)cc3)ccc2O[C@H]1CN(C)Cc1ccc(Cl)c(Cl)c1	1.3	-2.7	-2.8	-3.7	-4.4	-2.0[16.7 µM]	-0.6	-3.9
O=C(O)c1cc2n(n1)CCN(Cc1ccccc1Cl)C2=O	/	/	-7.0	0.7	-2.0	-1.9	/	/
Cc1cc(=O)oc2cc(OC(C)C(=O)NCc3ccccn3)ccc12 (configuration not stated)	-0.5	/	3.9	-2.5	-10.2	-4.6	-6.4	-1.7
C[C@H]1CN([C@@H](C)CO)C(=O)c2cccc(NC(=O)Nc3ccc(C(F)(F)F)cc3)c2O[C@@H]1CN(C)S(=O)(=O)c1cn(C)cn1	-2.6	0.0	1.6	2.2	-3.8	15.1[16.7 µM]	-3.4	-1.2
CO[C@@H]1CN(C)C(=O)c2cc(NC(=O)C3CC3)ccc2OC[C@H](C)NC[C@@H]1C	-29.3	0.0	0.8	-4.7	-16.1	/	1.2	-6.1
COc1cccc(-c2cccc(NC(=O)C3CCN(Cc4ccc(CO)o4)CC3)c2)c1	4.2	/	0.9	-0.5	-24.4	-3.5	0.0	-1.5
COc1ccccc1-c1cnc2c(c1)C(=O)N([C@@H](C)CO)C[C@@H](C)[C@@H](CN(C)C(=O)c1cccnc1)O2	-2.1	0.0	10.0	-0.4	1.2	0.5[16.7 µM]	0.4	-13.9
O=C(CSc1nnc(C2CC2)n1C1CC1)c1cc(F)ccc1F	0.5	/	/	-0.3	-3.6	/	3.3	-0.2
CC(C)n1ncc2c(C(=O)N3CCN(Cc4cccs4)CC3)cc(C3CC3)nc21	-1.8	/	/	-0.3	1.0	-21.1	-1.8	-3.9
CC(C)NC(=O)N1C[C@H]2[C@@H](c3ccccc31)[C@@H](CO)N2Cc1ccccc1	-0.3	0.2	-0.3	0.5	-9.9	-12.2[16.7 µM]	-0.7	-4.0
CSCC[C@H](N)C(=O)N1CCC(C(=O)N[C@@H](C)C(=O)NCc2ccc(F)cc2)CC1	2.9	/	-11.5	0.5	-6.0	2.8	2.0	0.2
COc1cc(OC)c2c(-c3ccccc3)cc(=O)oc2c1C(CC(=O)N1CCN(c2ccccc2)CC1)c1ccc(N(C)C)cc1 (configuration not stated)	2.0	-0.2	-14.0	-4.1	-19.9	-0.8	-1.0	-2.4
Cc1ccc(NC(=O)CN(C)C(=O)c2cccc(Br)c2)cc1	-1.0	1.3	-3.4	-1.5	-12.8	6.6	2.0	-11.1
COc1ccc2c3c(n(C)c2c1)[C@H](CO)NCC31CCN(C(=O)c2cccc(F)c2)CC1	/	-0.4	1.4	-4.6	-13.2	/	/	/
COc1ccc(S(=O)(=O)Nc2ccc3c(c2)C(=O)N([C@@H](C)CO)C[C@H](C)[C@H](CN(C)C(=O)Nc2ccc(C(F)(F)F)cc2)OCCCC[C@@H](C)O3)cc1	-3.5	0.2	10.0	-3.9	-21.2	65.2[16.7 µM]	-0.9	-5.6
CCC(=O)N1C[C@H]2[C@@H](c3ccccc31)[C@@H](CO)N2Cc1ccccc1OC	-1.3	0.0	10.5	1.3	8.9	25.0[16.7 µM]	1.5	-4.2
COc1ccc2cc(C(C)=O)c(=O)oc2c1	4.2	/	/	/	/	-1.1	-7.8	-1.8
CC(NC(=O)c1cc(F)c(F)c(F)c1F)c1ccc(-n2ccnc2)cc1 (configuration not stated)	-4.2	4.0	7.9	5.6	-15.0	1.1	7.3	2.3
C[C@H](O)C#Cc1cnc2c(c1)C(=O)N([C@H](C)CO)C[C@@H](C)[C@H](CN(C)Cc1cccc(F)c1)O2	29.9	0.1	11.9	-4.5	5.8	4.8[16.7 µM]	-4.4	4.7
C[C@@H]1CN([C@H](C)CO)C(=O)c2cc(NS(=O)(=O)c3ccc(Cl)cc3)ccc2O[C@@H](C)CCCCO[C@H]1CN(C)S(=O)(=O)c1ccc(F)cc1	47.4	0.2	-10.6	-2.3	-20.0	-13.2[16.7 µM]	1.0	-1.9
O=C(COC(=O)C1CCN(c2ccc(C(F)(F)F)cn2)CC1)Nc1cccc(F)c1	-1.2	/	/	-2.4	-16.2	/	9.0	-24.6
COc1ccc(/C=N\NC(=O)c2ccccc2)cc1COc1ccc(F)cc1	-1.5	0.1	/	-2.5	-17.0	1.5	0.9	1.8
COc1ccccc1-c1cnc2c(c1)C(=O)N([C@@H](C)CO)C[C@@H](C)[C@@H](CN(C)C(C)=O)O2	2.9&0.5	0.0&-0.1	21.4&0.2&5.8	1.1&0.1&-1.4	-13.2&-2.7&11.8	-0.8	2.4&1.9	3.3&-1.7
O=C(Nc1ccc2oc(-c3ccccc3Cl)nc2c1)c1cncc(Br)c1	2.6	/	/	/	/	3.6	3.9	10.6
Cc1nn(-c2ccccc2)nc1C(=O)NNC(=O)c1ccc(C(F)(F)F)cc1	0.6	0.5	/	-0.6	-10.1	8.0	-4.0	-5.0
CC(C)C#Cc1cnc2c(c1)C(=O)N([C@H](C)CO)C[C@H](C)[C@@H](CN(C)C(=O)c1ccccc1F)O2	0.5	0.1	-5.3	0.4	-5.2	-6.2[16.7 µM]	0.7	0.0
O=C(Cc1cccs1)N/N=C/c1ccco1	12.8	0.3	-6.0	/	/	0.1	1.5	7.5
CCC(=O)c1ccc(N2CCC(C)CC2)c(F)c1	3.7	/	-1.5	0.6	7.8	-4.6	0.2	3.3
C[C@@H]1CN([C@H](C)CO)C(=O)c2cc(-c3ccccc3F)cnc2O[C@@H]1CN(C)C(=O)CN(C)C	9.4	0.0	3.8	-1.5	7.3	-1.2[16.7 µM]	-1.5	17.4
O=C(CN1CCN(S(=O)(=O)c2ccc(F)cc2)CC1)Nc1ccc(F)cc1F	-0.2	/	/	2.5	-3.6	/	1.1	-8.9
O=C(CSc1n[nH]c(=O)[nH]c1=O)Nc1ccc(Br)cc1Br	-1.0	/	3.6	-0.2	-17.3	-2.6	3.1	0.9
